SUMO Mot1 rescue = blocks SUMOylation pathway, rescuing yeast Mot1-301 growth. S. cerevisiae Mot1-301 growth rescue, ATP luminescence, 38.5C; percent above DMSO median, 100 means doubled. growth rescue, % at 18.8 µM. 1% of 320,000 active;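 active = every valid replicate shows activation above 250% relative to neutral control wells; inactive = the rest, any valid replicate at or below 250%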;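 note: OY570 slx delta 5 strain wells were the positive control but not used for scaling; some compounds called inactive have numbers as strong as hits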
AddAB inh = less growth of phage-infected E. coli with AddAB | E. coli expressing H. pylori AddAB, absorbance growth | AID 435030 | inhibition, % at 11.9 µM | 0.29% of 330,000 active; in the data active = inhibition above about 12%;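 note: 0% = vehicle wells of infected cells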
Tat export inh = E. coli Tat transport inhibition | E. coli MC4100 TorA-mCherry Tat export, fluorescence | inhibition, % at 10 µM | 0.036% of 340,000 active;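 active = mean replicate inhibition at least 50% and at least half of replicates individually reaching 50%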;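 note: exported cargo escapes ClpAP degradation while cytoplasmic cargo is degraded and loses fluorescence; 0% = median of neutral control wells and 100% = median of NaSCN control wells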
CDK5 p35 inh = blocks human CDK5/p35 kinase activity | Recombinant CDK5/p35, ADP-Glo luminescence, 60 min | Q00535+Q15078 | inhibition, % at 10 µM | 0.01% of 330,000 active;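 active = highest replicate inhibition of at least 50% and at least 75% of replicates reaching 50%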;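 note: plate controls were DMSO neutral control for no effect and GW8510 at 10 µM for full effect; many of its hits are not listed in these tables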
Target sequence (Q00535 whole entry, looked up): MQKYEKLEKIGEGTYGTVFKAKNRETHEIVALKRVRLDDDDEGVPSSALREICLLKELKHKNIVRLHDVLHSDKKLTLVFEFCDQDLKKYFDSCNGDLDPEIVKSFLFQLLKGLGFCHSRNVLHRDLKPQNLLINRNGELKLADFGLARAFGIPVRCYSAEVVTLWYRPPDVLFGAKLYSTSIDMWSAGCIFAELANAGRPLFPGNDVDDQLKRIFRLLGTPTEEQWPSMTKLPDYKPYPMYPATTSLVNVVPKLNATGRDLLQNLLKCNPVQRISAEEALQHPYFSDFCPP
Target sequence (Q15078 whole entry, looked up): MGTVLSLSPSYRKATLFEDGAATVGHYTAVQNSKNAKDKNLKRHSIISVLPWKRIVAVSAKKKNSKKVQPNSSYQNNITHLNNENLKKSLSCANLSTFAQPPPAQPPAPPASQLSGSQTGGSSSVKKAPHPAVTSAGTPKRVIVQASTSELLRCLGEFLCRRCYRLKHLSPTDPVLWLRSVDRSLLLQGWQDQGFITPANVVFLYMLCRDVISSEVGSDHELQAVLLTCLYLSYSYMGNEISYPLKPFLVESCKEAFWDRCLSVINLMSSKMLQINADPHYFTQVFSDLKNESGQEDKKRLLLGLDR
E coli growth = counter-screen for AddAB inhibitors: E. coli growth inhibition. inhibition, % at 11.9 µM. 0.27% of 330,000 active. E. coli V3065 growth, OD600 absorbance, 18 h;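 active = inhibition above the campaign's mean inhibition across all tested compounds plus 3 SD, cut at about 9.9% in these data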;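 note: uninfected addAB+ strain grown without phage in ampicillin broth; 0% = DMSO wells and 100% = ciprofloxacin 0.95 µg/ml wells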
phage Ecoli inh = E. coli growth loss with phage present; growth absorbance; inhibition, % at 11.9 µM; 0.26% of 360,000 active; in the data active = inhibition above about 11%
PKA-R2B act = activators of human PKA-R2B complex; 0.079% of 340,000 active; activation, % at 11.4 µM; PKA-R2B holoenzyme dissociation, Cy5-IP20 fluorescence polarization; R2B truncated from residue 108, S112A mutant; 0% DMSO only, 100% 113 µM cGMP; P22694+P31323;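 active = activation above a cutoff set at the mean over all compounds plus 3 SD, cut at about 18% in these data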;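 note: higher means more holoenzyme dissociation and a rise in polarization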
Target sequence (P31323 whole entry, looked up, other chains not shown, the tested form may be a part): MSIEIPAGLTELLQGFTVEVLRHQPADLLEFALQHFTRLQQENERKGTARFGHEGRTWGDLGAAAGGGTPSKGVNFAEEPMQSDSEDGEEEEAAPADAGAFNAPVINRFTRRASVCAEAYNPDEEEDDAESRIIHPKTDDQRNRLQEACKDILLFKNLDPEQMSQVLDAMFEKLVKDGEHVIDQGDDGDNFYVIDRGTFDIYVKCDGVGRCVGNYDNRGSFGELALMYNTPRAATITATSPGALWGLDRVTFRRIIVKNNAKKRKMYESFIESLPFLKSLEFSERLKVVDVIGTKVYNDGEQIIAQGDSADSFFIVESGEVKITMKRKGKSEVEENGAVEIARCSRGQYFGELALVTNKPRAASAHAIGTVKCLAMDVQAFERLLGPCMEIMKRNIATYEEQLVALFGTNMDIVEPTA
HTR5A inv ag = HTR5A inverse agonism, opioid heterodimer counter-screen. HTR5A cell line, luminescence. P47898. inhibition, % at 9.3 µM. 0.083% of 340,000 active; in the data active = inhibition mostly above about 23%, no sharp cut-off; inactive = mostly below about 18%;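 note: 0% = cells with DMSO and 100% = no-cell wells with DMSO; some compounds called inactive have numbers as strong as hits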
PKA-R1A act = activates the PKA-R1A holoenzyme complex; AID 504707; 0.083% of 340,000 active; P00514+P68181; PKA-R1A dissociation, Cy5-IP20 fluorescence polarization; scaled: DMSO 0%, 113 µM cGMP 100%; activation, % at 11.4 µM;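 active = percent activation above the mean of all tested compounds plus 3 SD, cut at about 19% in these data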;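 note: higher means more PKAc released from R1A so a rise in polarization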
DAGLB inhibitor = diacylglycerol lipase beta (human) inhibition | AID 504411 | inhibition, % at 5.17 µM | 0.059% of 340,000 active | Q8NCG7 | HEK293T DAGLB membrane lysate, EnzChek fluorogenic substrate; in the data active = inhibition above about 34%;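 note: 0% = enzyme with vehicle and 100% = wells lacking enzyme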
HTR5A ag = counter-screen for OPRM1-OPRD1 agonists: human HTR5A agonism | P47898 | HTR5A agonist assay, luminescence, cell-based | activation, % at 9.3 µM | 0.61% of 340,000 active | AID 504692; in the data active = activation mostly above about 9.5%, no sharp cut-off; inactive = mostly below about 7.6%;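 note: 0% = cells with vehicle only and 100% = reference agonist; strong numbers were not always called active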
The depositor's hits bear a star; . = not tested or not shown.

1: O=C(NCCCO)/C(=C\C=C\c1ccccc1)NC(=O)c1ccccc1Cl
2: CSCCC(NC(=O)c1ccccc1Cl)C(=O)N1CCN(c2ccccn2)CC1 (stereo not given)
3: CCCc1[nH][nH]c(=O)c1C(c1ccccc1)C(C#N)C#N (stereo not given)
4: CCCCCn1c(CN2CCN(CCO)CC2)nc2c1c(=O)n(C)c(=O)n2C
5: O=C(NC1CC1)C1=C[C@@H](c2c[nH]c3ccccc23)C[C@@H](OCc2ccc(CO)cc2)O1
6: O=C(NC1CC(=O)N(c2ccc3c(c2)OCCO3)C1)N1CCC(O)CC1 (stereo not given)
7: COC(C[C@H](O)CC(=O)[C@@H](C)OCc1ccccc1)OC
8: CCOC(=O)CSc1n[nH]c(NC(=O)CC)n1
9: Cc1cnc(NC(=O)CSc2ncc(-c3ccccc3)n2Cc2ccco2)s1
10: CCOC(=O)C1CCCN(C2CC(=O)N(c3ccc(NC(C)=O)cc3)C2=O)C1 (stereo not given)
screen / no.	1	2	3	4	5	6	7	8	9	10
SUMO Mot1 rescue	2	3	25	169	-3	.	-2	-2	11	5
AddAB inh	3.0	0.2	2.8	-0.9	1.3	-0.8	0.3	0.0	-1.8	2.0
Tat export inh	-10	4	5	3	0	0	-3	-2	7	2
CDK5 p35 inh	0.2	1.3	-2.7	-4.8	2.6	0.5	-1.2	1.8	-1.0	-0.3
E coli growth	-0.8	-0.7	-1.9	0.9	2.2	-2.5	-0.7	0.9	-0.1	3.5
phage Ecoli inh	1.5	1.5	2.9	0.3	2.2	4.0	3.4	4.7	1.0	0.9
PKA-R2B act	13	4	3	-3	-3	-1	-4	15	-1	1
HTR5A inv ag	2	7	1	-5	-11	-3	-17	-15	24	2
PKA-R1A act	2	-10	-4	-14	-12	-8	-5	6	-4	0
DAGLB inhibitor	1	-1	0	1	-2	-1	1	-2	3	-2
HTR5A ag	0	3	0	2	12	0	0	6	-2	-1

11: CC(=O)NS(=O)(=O)c1ccc(NC(=S)Nc2ccccc2)cc1
12: O=C(Cn1cc(COc2ccccc2C(F)(F)F)nn1)c1ccc(O)cc1
13: COc1ccc(NS(=O)(=O)c2ccc(NC(=S)NC(=O)c3ccc(Br)cc3)cc2)nn1
14: CCOC(=O)C1CN(c2cc3c(cc2F)c(=O)c(C(=O)O)cn3CC)OC1C(=O)OCC (stereo not given)
15: Cc1cc(C)c(NC(=O)CCn2nnc3ccccc32)c(C)c1
16: CCCn1nc(NC(=O)c2ccncc2)c2cc3ccccc3nc21
17: O=C(O)/C(=C\c1ccc(Cl)c([N+](=O)[O-])c1)c1ccc(S(=O)(=O)N2CCCCC2)s1
18: CCOc1ncccc1C(=O)OCC(=O)Nc1nnc(-c2ccccc2)o1
19: CCOC(=O)[C@@H]1[C@H]2COc3ccccc3[C@H]2N2C(=O)N(c3cccc(Cl)c3)C(=O)[C@@]12C
20: COc1ccc(/C=C(/NC(=O)c2ccccc2)C(=O)N/N=C/c2ccc3c(c2)OCO3)cc1OC
screen / no.	11	12	13	14	15	16	17	18	19	20
SUMO Mot1 rescue	-4	.	258	1	-7	-7	14	29	3	.
AddAB inh	-1.2	.	0.6	3.5	-2.1	1.7	3.8	-4.5	1.1	.
Tat export inh	-5	1	-5	0	-11	-4	11	-6	3	-8
CDK5 p35 inh	0.8	1.5	-0.2	-0.2	0.8	1.0	-0.7	-0.4	-1.3	0.3
E coli growth	0.5	.	1.9	-1.3	-0.1	-1.1	0.4	-3.8	-0.9	.
phage Ecoli inh	0.8	1.3	4.2	4.4	3.7	1.0	3.2	-1.0	.	0.8
PKA-R2B act	4	-6	-7	1	.	1	-3	-5	-3	-3
HTR5A inv ag	-1	0	-5	-42	.	8	3	0	-13	4
PKA-R1A act	0	6	-7	-4	.	-4	9	-1	-10	-2
DAGLB inhibitor	1	-7	7	-3	.	0	12	0	-7	3
HTR5A ag	0	0	-3	-3	.	-3	-1	0	4	2

21: CCNC(=O)COC(=O)CCNC(=O)c1ccc(Cl)cc1
22: CC1CCC(NC(=O)c2cnccn2)CC1 (stereo not given)
23: CC1CC(=O)N(CC(=O)NCc2ccc(F)cc2)c2ccccc2S1(=O)=O (stereo not given)
24: O=S(=O)(NCCSCc1ccc(Cl)c(Cl)c1)c1ccc2c(c1)OCCO2
25: O=C(NCc1ccccn1)c1ccc(Cn2c(=S)[nH]c3ccccc3c2=O)cc1
26: COc1cc(/C=C2/C(=O)NN(c3cccc(C)c3)C2=O)cc([N+](=O)[O-])c1O
27: CCN(CC)Cc1cc(C(C)=O)ccc1OCC(C)C
28: CC(OC(=O)CNC(=O)c1ccccc1F)C(=O)Nc1nc(-c2ccccc2)cs1 (stereo not given)
29: COc1cc([N+](=O)[O-])cc2cc(C(=O)N3CCCC3)c(=O)oc12
30: CC(C)c1ccc(-c2noc(C3CCCN(S(C)(=O)=O)C3)n2)cc1 (stereo not given)
screen / no.	21	22	23	24	25	26	27	28	29	30
SUMO Mot1 rescue	-16	-13	23	-35	1	8	0	-1	-15	-5
AddAB inh	2.3	2.1	-0.2	-0.5	0.0	3.5	-1.6	5.3	3.4	-0.9
Tat export inh	-5	-5	1	-8	-6	16	-3	8	1	-1
CDK5 p35 inh	0.7	0.6	0.2	0.0	-2.6	-2.8	3.5	1.6	-3.1	-1.8
E coli growth	2.5	1.5	-3.8	0.1	-3.0	0.9	-1.0	-1.9	0.3	-1.0
phage Ecoli inh	1.7	2.2	-1.3	1.2	3.9	5.5	3.2	3.0	5.1	0.8
PKA-R2B act	-2	-4	-3	-12	2	-2	0	7	-8	-6
HTR5A inv ag	10	8	21	0	-13	1	-17	-9	-19	-13
PKA-R1A act	-2	-2	-7	-2	-7	-4	-7	-4	-2	-11
DAGLB inhibitor	-3	0	-3	-7	3	16	1	-3	3	0
HTR5A ag	-3	-4	4	3	5	0	0	4	7	4

Single records, from the list above.
Results for CC(C)c1ccc(-c2noc(C3CCCN(S(C)(=O)=O)C3)n2)cc1 (stereo not given) = SUMO Mot1 rescue = -5; AddAB inh = -0.9; Tat export inh = -1; CDK5 p35 inh = -1.8; E coli growth = -1.0; phage Ecoli inh = 0.8; PKA-R2B act = -6; HTR5A inv ag = -13; PKA-R1A act = -11; DAGLB inhibitor = 0; HTR5A ag = 4
Results for O=C(NCc1ccccn1)c1ccc(Cn2c(=S)[nH]c3ccccc3c2=O)cc1 = SUMO Mot1 rescue = 1; AddAB inh = 0.0; Tat export inh = -6; CDK5 p35 inh = -2.6; E coli growth = -3.0; phage Ecoli inh = 3.9; PKA-R2B act = 2; HTR5A inv ag = -13; PKA-R1A act = -7; DAGLB inhibitor = 3; HTR5A ag = 5

(listing goes on)
31: Cc1c(NC(=O)c2ccc3c(c2)OCO3)c(=O)n(-c2ccccc2)n1C
32: Cc1ccc(/C=C/C(=O)N2CCN(c3ccc(F)cc3)CC2)o1
33: COc1ccc(N2CCN(S(=O)(=O)c3ccc(Cl)c(C(F)(F)F)c3)CC2)cc1
34: CCn1nnc(NC(=O)C(C)Oc2ccc(Cl)cc2Cl)n1 (stereo not given)
35: CC(C)C(C(=O)Nc1ccncc1)c1ccc(Cl)cc1 (stereo not given)
36: Cn1c(N)c(N=Cc2ccccc2)c(=O)n(C)c1=O
37: CSc1nc(SC(C)C(=O)O)c2c3c(sc2n1)COC(C)(C)C3 (stereo not given)
38: CCOC(=O)c1ccc(NC(=S)Nc2cc(C)cc(C)n2)cc1
39: Cc1cc(C(=O)Nc2ccc(OCc3ccccc3)cc2)c(C)o1
40: C=C(C)c1ccccc1NC(=O)CCN1C(=O)c2ccccc2S1(=O)=O
screen / no.	31	32	33	34	35	36	37	38	39	40
SUMO Mot1 rescue	-7	-16	-32	-4	9	.	-7	-20	11	0
AddAB inh	1.6	2.1	0.8	0.5	3.9	.	3.6	0.8	3.8	0.8
Tat export inh	1	-3	2	3	1	-8	-12	-4	2	4
CDK5 p35 inh	-2.7	1.4	-0.4	2.0	-2.9	0.2	1.0	0.6	-0.3	-3.6
E coli growth	0.1	0.2	2.0	2.0	0.4	.	-0.1	1.2	3.0	-0.3
phage Ecoli inh	1.2	4.7	3.8	1.9	2.6	2.1	-0.2	4.7	2.0	0.8
PKA-R2B act	-2	-5	-6	12	5	-1	-7	-11	-2	-2
HTR5A inv ag	5	-3	8	-24	-18	16	-1	2	6	-13
PKA-R1A act	-3	-3	4	0	5	-13	-11	-12	-3	-7
DAGLB inhibitor	-1	-5	-1	0	-3	0	5	-3	-3	-2
HTR5A ag	-2	1	-3	7	5	-4	0	-1	-2	5

41: CCOC(=O)CN1C(=O)N[C@@H](c2ccccc2)C(C(=O)OC)=C1C
42: CN(C(=O)Cn1cnc([N+](=O)[O-])n1)C1CCCCC1
43: COc1ccc(NC(=S)NCCCN2CCCC2)cc1
44: O=C(COC(=O)CCC(=O)c1ccccc1)NNC(=O)c1ccc(Cl)cc1
45: Clc1ccc(C2Nc3ccccc3-n3cccc32)cc1 (stereo not given)
46: O=C(O)CN1C(=O)/C(=C/c2ccccc2Cl)Oc2ccccc21
47: COc1ccc(C)cc1NC(C)C(=O)NC(=O)NC1CCCCC1 (stereo not given)
48: Cc1[nH]c2ccccc2c1C(=O)CN1C(=O)NC(C)(c2ccc(Cl)cc2Cl)C1=O (stereo not given)
49: COCCN(C(=O)COC(=O)/C=C/c1ccc2c(c1)OCO2)c1c(N)n(Cc2ccccc2)c(=O)[nH]c1=O
50: Cc1[nH]n(C(C)(C)C)c(=O)c1Sc1ccc(Cl)cc1
51: CS(=O)(=O)c1ccc(NCCc2ccccn2)c([N+](=O)[O-])c1
52: CCc1c(C)c2c(C)nn(-c3ccccc3)c2[nH]c1=O
53: COc1ccc(C)cc1NS(=O)(=O)c1ccc(NC(=O)CN(c2cc([N+](=O)[O-])ccc2C)S(C)(=O)=O)cc1
screen / no.	41	42	43	44	45	46	47	48	49	50	51	52	53
SUMO Mot1 rescue	0	4	210	-7	67	-18	-4	-8	-8	45	-3	27	-4
AddAB inh	0.8	2.7	1.5	-0.6	3.5	-0.2	1.6	0.7	-0.3	1.7	3.6	2.5	2.8
Tat export inh	-13	0	4	-2	-7	0	2	10	5	39	6	-8	-8
CDK5 p35 inh	0.0	-0.8	-6.7	-1.3	0.6	-3.6	-1.4	0.9	-2.5	-6.5	0.7	0.3	0.0
E coli growth	-3.4	1.2	2.5	-2.0	-1.2	0.3	-1.8	-0.8	-1.1	-0.6	-1.1	-3.4	0.9
phage Ecoli inh	.	0.9	0.2	1.4	0.8	0.4	3.7	5.0	-1.6	2.6	-0.6	2.0	1.8
PKA-R2B act	4	3	11	14	14	4	-8	-5	-1	-4	-1	2	-9
HTR5A inv ag	15	17	13	-10	-13	2	-23	-32	-3	-3	2	-8	-4
PKA-R1A act	-5	-4	-2	-2	4	-1	-6	-2	-5	-10	-2	-1	1
DAGLB inhibitor	-2	-1	-4	3	-7	5	1	-2	2	3	0	-3	1
HTR5A ag	-6	2	-3	3	5	0	2	12	1	-1	-1	0	1

No enrichment for hits, and some 2.3% of all compounds hit somewhere here.
